Screening data: PubChem, Sanford-Burnham Center for Chemical Genomics
MPTP block – inhibitors of mitochondrial permeability transition pore; isolated mouse mitochondria, Ca2+ swelling absorbance, 30 min; inhibition, % at 10 µM; 360,000 tested, 1.4% active; AID 602449;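 active = inhibition of 50% or more, scaled per plate between neutral and stimulator controls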;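 also: 0% = DMSO wells given calcium and 100% = 1 mM EGTA wells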
APOBEC3A inh – inhibitors of human APOBEC3A DNA deaminase | inhibition, % at 20 µM | recombinant A3A, FAM/TAMRA ssDNA deamination fluorescence | 330,000 tested, 0.41% active | P31941;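 active = at least 40% inhibition at 20 µM here, with at most 30% in a related deaminase screen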;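 also: plate controls were A3A with DMSO for no effect and wells lacking A3A enzyme for full effect; some results filed as inactive read as strong as hits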
Target sequence (P31941 whole entry, looked up): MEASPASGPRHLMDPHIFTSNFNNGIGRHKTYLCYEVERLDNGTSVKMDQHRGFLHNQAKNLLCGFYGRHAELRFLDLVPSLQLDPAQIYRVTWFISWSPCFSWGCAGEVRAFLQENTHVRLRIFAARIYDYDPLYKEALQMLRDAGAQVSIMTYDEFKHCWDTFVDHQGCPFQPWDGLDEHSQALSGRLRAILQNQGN
NR3A LBD binder – NR3A (human) ligand-binding domain modulation; NR3A LBD differential scanning fluorimetry, Tm shift; 0% = protein alone, 100% = glycine-bound protein; Tm shift relative to glycine control, % at 25 µM; 340,000 tested, 2.5% active;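 active = melting temperature shift of at least 10% of the positive control shift, at one fixed dose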
CCR6 antagonist – CCR6 (human) receptor antagonism | P51684 | CHO-K1 CCR6 PathHunter beta-arrestin, luminescence, CCL20-stimulated | inhibition, % at 20 µM | 340,000 tested, 0.49% active;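 active = compounds whose inhibition of the agonist-driven luminescence signal at 20 µM reaches about 50%, limit read from the data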;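 also: cells stimulated with CCL20 at 14 nM final; plate controls were DMSO with CCL20 for no effect and DMSO without agonist for full effect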
CXCR6 inh – blocks human CXCR6 beta-arrestin recruitment. O00574. CHO-K1 PathHunter CXCR6 beta-arrestin, luminescence. inhibition, % at 20 µM. 360,000 tested, 0.36% active. AID 602244; in the data active = inhibition above about 34%, passing the limit was not always enough;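 also: antagonist mode with CXCL16 agonist at 10 nM final; 0% = 10 nM CXCL16 with DMSO and 100% = unstimulated wells without agonist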
Target sequence (O00574 whole entry, looked up): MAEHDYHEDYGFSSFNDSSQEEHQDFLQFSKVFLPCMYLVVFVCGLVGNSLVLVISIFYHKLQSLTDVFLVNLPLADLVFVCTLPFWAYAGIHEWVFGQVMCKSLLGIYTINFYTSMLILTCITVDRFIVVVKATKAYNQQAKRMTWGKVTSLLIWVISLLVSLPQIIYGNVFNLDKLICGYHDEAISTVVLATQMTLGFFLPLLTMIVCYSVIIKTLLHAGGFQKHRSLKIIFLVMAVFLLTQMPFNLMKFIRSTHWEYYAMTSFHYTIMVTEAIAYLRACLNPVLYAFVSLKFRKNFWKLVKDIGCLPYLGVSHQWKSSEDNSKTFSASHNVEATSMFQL
Gli-Sufu antag – Gli-Sufu pathway antagonism; Sufu-KO-LIGHT fibroblasts, Gli luciferase reporter luminescence; 340,000 tested, 0.74% active; inhibition, % at 5 µM;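 active = inhibition above about 55%, limit read from the data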;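 also: 0% = DMSO-treated cells and 100% = wells with medium but no cells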
APOBEC3G inh – APOBEC3G (human) deaminase inhibition; Q9HC16; inhibition, % at 20 µM; recombinant A3G, ssDNA deamination FAM/TAMRA fluorescence; 330,000 tested, 0.28% active;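 active = inhibition of at least 40% at 20 µM, with no more than 30% in the related APOBEC3A deaminase screen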;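 also: plate controls were DMSO wells with A3G for no effect and wells lacking A3G enzyme for full effect; some compounds called inactive have numbers as strong as hits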
Target sequence (Q9HC16 whole entry, looked up): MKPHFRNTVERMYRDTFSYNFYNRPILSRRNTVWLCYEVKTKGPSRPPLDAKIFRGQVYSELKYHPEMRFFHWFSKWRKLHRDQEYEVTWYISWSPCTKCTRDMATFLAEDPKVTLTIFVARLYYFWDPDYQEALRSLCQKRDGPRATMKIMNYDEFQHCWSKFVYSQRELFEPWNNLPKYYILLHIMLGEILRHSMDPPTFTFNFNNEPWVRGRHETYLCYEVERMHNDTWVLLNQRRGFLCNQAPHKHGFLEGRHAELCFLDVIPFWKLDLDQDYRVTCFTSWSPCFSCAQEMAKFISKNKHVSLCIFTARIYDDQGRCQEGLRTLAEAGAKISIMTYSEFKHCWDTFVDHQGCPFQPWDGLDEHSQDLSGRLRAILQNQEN
EBI2 block – EBI2 (human) antagonism. AID 651636. P32249. EBI2 beta-arrestin recruitment, luminescence, 7a,25-OHC stimulated. inhibition, % at 5 µM. 360,000 tested, 0.81% active; in the data active = inhibition above about 38%;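 also: enzyme fragment complementation signal reports receptor beta-arrestin coupling in cells; 0% = agonist plus DMSO wells and 100% = wells without agonist; some results beyond the cut were filed as inactive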
An asterisk follows results filed as active; . = not tested or not shown; & = joins results of further samples. Compounds were not picked by outcome. Share with any hit: about 5.8%.

SMILES	MPTP block	APOBEC3A inh	NR3A LBD binder	CCR6 antagonist	CXCR6 inh	Gli-Sufu antag	APOBEC3G inh	EBI2 block
CCc1[nH]nc(C(=O)N2CCCC(N3CCN(c4ccccc4C)CC3)C2)c1C (centres undefined)	0.9	2	-1	14	-6	25	3	5
c1ccc2nc(-c3ccc4c(c3)OCO4)ccc2c1	2.6	6	1	-14	2	-131	-3	-1
Cc1cnc(NC(=O)CCNC(=O)c2ccccc2Cl)s1	-0.1	0	-2	2	2	-18	-5	6
COc1ccc(S(=O)(=O)n2nc(C)cc2C)cc1OC	0.4	3	4	2	-7	-3	-5	-12
CCCOc1ccccc1OCC(=O)Nc1ccc(S(=O)(=O)N2CCCC2)cc1	-2.7	0	-2	21	-1	-10	-2	9
COC(=O)c1ccccc1NC(=O)Cn1c(=O)oc2ccc(Cl)cc21	2.4	0	-2	12	3	4	-7	10
CCOc1ccc(-c2noc(CCC(=O)NC)n2)cc1OCC	-0.6	-5	-1	0	-5	3	-6	-3
Fc1ccccc1CNc1nc(-c2cccnc2)nc2ccccc12	0.7	9	-22	23	2	10	-6	15
Cc1ccccc1CC(=O)N1CCCc2ccccc21	0.7	-4	-1	18	6	-17	0	-1
CNc1nc(SC)nc2ccsc12	-2.4	0	-1	-5	-8	-1	-7	2
COc1cc(C2Nc3ccccc3C(=O)N2NS(C)(=O)=O)ccc1O (centres undefined)	1.6	-6	1	1	-1	11	-8	-11
COc1ccc(C(=O)CSc2nnc(CNC(=O)c3ccc(S(=O)(=O)N(C)C)cc3)o2)cc1	-0.2	-1	4	23	-20	-6	-5	4
CCOC(=O)c1cc(CC)sc1NC(=O)COC(=O)C1CCC1	-0.5	1	4	7	-6	5	2	-11
O=C(c1cccc(OC2CCN(Cc3ccc(F)cc3)CC2)c1)N1CCCC1	-1.8	-5	-2	-4	-4	19	-6	-9
CC1CN(C(=O)c2ccc(Cl)c(S(=O)(=O)NCc3ccco3)c2)CC(C)O1 (centres undefined)	-0.1	-3	0	3	-2	-11	-6	-10
Cc1nnsc1C(=O)NC(C)c1ccccc1 (centres undefined)	-0.5	-12	2	5	-1	-2	-7	-3
CC(=O)c1cccc(NC(=O)c2ccc(NC(=O)CCS(=O)(=O)c3cccs3)cc2)c1	-0.5	3	7	2	-18	-3	4	-5
O=C(O)c1cccc(NC(=O)c2cn(-c3ccccc3)nc2-c2cc3ccccc3o2)c1	2.2	2	6	0	9	-5	-1	-2
Cc1ccc(CN2CCC(CNC(=O)c3ccc(NC(=O)C4=CSCCO4)cc3)CC2)cc1	-0.7	-3	-2	5	-2	19	-3	3
CCc1ccc2nc(Nc3nc(COC)cc(=O)[nH]3)nc(C)c2c1	-0.7	2	-12	17	-1	-2	4	-2
C(#Cc1ccccc1)CN1CCN(c2ccccn2)CC1	-1.3&-2.0	-2	2&3	5&5	-8&8	1&6	-3	11&-3
COc1cccc(-n2cnc3cccc(N)c32)c1	0.1	-3	-3	1	1	37	1	-8
CCN(CC)S(=O)(=O)c1ccc(N2CCOCC2)c(NC(=O)c2cc(=O)[nH]c3ccccc23)c1	1.2	-6	-1	1	-6	-1	-9	2
CCOC(=O)CCN1C(=O)c2ccccc2Sc2ncccc21	-0.2	0	-4	8	4	18	-4	-2
O=C1COc2ccc(C(=O)NC3CC3)cc2N1	-0.5	6	-1	5	-2	-1	-12	-7
CN(C)CCCOC(=O)c1ccc(Br)cc1	-0.5	-3	1	-5	1	6	-10	-7
CCOc1ccc(CCNC(=O)COC(=O)Cn2cnc3ccccc3c2=O)cc1OCC	-1.5	0	0	6	-4	-9	-8	1
CC(=O)Nc1ccccc1NC(=O)C/C(C)=N/NC(=O)C1CCCCC1	-1.2	-2	-3	-16	-2	19	-5	-9
CS(=O)(=O)c1ccc(C(=O)Nc2ccccc2Cl)cc1	-0.2	-3	0	1	3	-4	11	13
O=C(/C=C/c1ccc2c(c1)OCO2)Nc1c(C(=O)O)[nH]c2ccccc12	0.8	-1	-19	14	3	4	-5	6
O=C(Cn1nnc2ccccc21)NC1CCCCC1	-2.6	-2	0	1	2	-1	-3	-7
O=C1CC(N(Cc2ccc3c(c2)OCO3)C(=O)Nc2ccc(F)cc2)C(=O)N1c1ccccc1 (centres undefined)	-1.3	1	27*	1	12	-2	-2	8
O=C1c2ccccc2C(O)N1c1ccc(Cl)cc1 (centres undefined)	0.8	-5	-37	-5	1	-22	-3	-8
COC(CNS(=O)(=O)c1cccc2nonc12)OC	-0.8	1	2	7	4	2	-4	-13
O=C(O)CC(Cc1ccc(Cl)cc1)C(=O)NCc1ccccc1 (centres undefined)	-0.4	5	0	1	6	7	7	-6
CC1(C)CC2(CC(c3ccc(F)cc3)c3ccc(O)cc3O2)NC(=S)N1 (centres undefined)	-0.6	-4	1	10	8	8	-3	-9
NS(=O)(=O)c1ccccc1NC(=O)c1c(O)c2ccccc2[nH]c1=O	-0.8	0	0	2	14	-134	3	3
O=C(NCc1nc2ccccc2[nH]1)C1=C[C@@H](c2ccc(Br)cc2)C[C@@H](OCc2ccc(CO)cc2)O1	1.0	1	1	10	10	-1	-2	5
Cc1cc(=O)nc2c3ccccc3n(CC(=O)NCCC3=CCCCC3)n12	0.4	-2	0	7	6	-2	-5	6
COc1ccc(OC)c(NC(=O)c2cnn(-c3ccccc3Cl)c2NC(=O)c2ccco2)c1	0.0	-2	1	5	-3	2	-5	-5
CCOc1ccc(NC(=O)N2CCC(n3nnc4ccccc43)CC2)cc1	0.2	0	-6	5	-8	25	-2	-1
COc1ccc(C(=O)Nc2ccc(S(=O)(=O)N3CCOCC3)cc2)cc1[N+](=O)[O-]	0.4	-4	35*	9	5	0	-11	-6
CCN(CC)CC#CCOC(c1ccccc1)c1ccccc1	1.6	1	-1	17	13	8	-5	9
CCN1C(=O)C(CC(=O)Nc2ccc(OC)cc2)N(Cc2ccc3c(c2)OCO3)C1=S (centres undefined)	0.0	-3	22*	-5	-5	0	-10	-7
CCCCN(C(=O)c1ccc(S(=O)(=O)N(C)C)cc1)c1nc2ccccc2s1	3.0	1	3	2	4	14	-2	21
COc1cc(/C=C/C(=O)OCC(=O)NC(=O)NC(C)(C)C)cc(OC)c1OC	-0.2	-1	-3	11	5	-1	-4	9
COCCn1c(=O)[nH]c2cc(C(=O)NCCCN3CCN(c4ccc(F)cc4)CC3)ccc2c1=O	0.8	-1	0	8	-9	4	-8	-3
Cc1ccc(S(=O)(=O)N(CCC(=O)NCc2ccccc2F)c2ccccc2)cc1	-0.3	7	3	2	3	3	11	-5
Cc1onc(-c2ccc(Cl)cc2)c1-c1ccnn1S(=O)(=O)c1cccc(C(F)(F)F)c1	9.4	-3	-3	8	11	5	-4	-4
CC(C)c1ccc(-n2nc3ccc(N)cc3n2)cc1	3.4	-1	-3	15	-19	-92	-5	7
CC1(c2cccc(Br)c2)NC(=O)N(CC(=O)Nc2cccnc2Cl)C1=O (centres undefined)	-0.5	-5	1	9	-1	-1	-8	-6
COc1cccc(-c2nn(-c3ccccc3)cc2C(=O)OCC(=O)Nc2ncc(Cl)cc2Cl)c1	1.8	3	-4	29	-1	8	-6	6
CN(C)c1ccc(CNC(=O)c2cc(S(=O)(=O)N3CCCC3)cn2C)cc1	-0.3	-2	0	8	-3	6	-2	-3
COc1cc(C2c3c(oc4ccccc4c3=O)C(=O)N2c2nccs2)ccc1O (centres undefined)	-0.4	2	-1	5	0	-5	-4	-8
CCCCn1c(Nc2ccccc2)nc2ccccc21	5.3	-2	1	2	-4	7	-6	-9
Cc1cc(OC(=O)c2ccccc2C(F)(F)F)c([N+](=O)[O-])c(=O)[nH]1	-1.3	2	-1	3	16	.	-4	-5
Cc1ccc(C(O)CCc2ccc(N)cc2)cc1 (centres undefined)	1.7	1	-7	-4	2	-11	6	10
O=C(COC(=O)/C=C/c1ccccc1[N+](=O)[O-])NCC1CCCO1 (centres undefined)	0.3	0	-2	1	2	-2	-5	3
O=C(NNC1CC(=O)N(c2ccccc2)C1=O)c1ccco1 (centres undefined)	-2.2	1	0	-13	-11	6	-3	-12
Cc1ccc(N(C(=O)Cc2cccs2)C(C(=O)NCC2CCCO2)c2ccncc2)cc1 (centres undefined)	3.2	0	0	-12	-4	2	1	2
Further results
SMILES	MPTP block	APOBEC3A inh	NR3A LBD binder	CCR6 antagonist	CXCR6 inh	Gli-Sufu antag	APOBEC3G inh	EBI2 block
Cc1cccc(NC(=O)c2sc3ncn(CC(=O)N4CCN(c5ccccn5)CC4)c(=O)c3c2C)c1	-2.4	-2	1	14	-10	3	-5	4
C1CCC(CNc2c3c(nc4nnnn24)CCCC3)CC1	-2.8	-12	2	-1	-7	-7	-1	-9
Cc1cc(Cl)n2ncc(-c3ccccc3)c2n1	3.1	-2	0	-3	4	-16	-6	10
Cc1[nH]c(C(=O)O)c(C#N)c1C(=O)c1ccccc1	-0.4	4	0	7	-4	2	-7	-9
COc1cccc(N2CCN(C(=O)c3[nH]c(C)c(C(C)=O)c3C)CC2)c1	8.3	-3	1	-4	-8	0	-2	-3
CN(C)C(=O)CCc1ccc2c3c([nH]c2c1)[C@]1(C)[C@@H](C(=O)N2CCCCC2)C[C@H](CC(=O)NCc2cccc(C(F)(F)F)c2)C(=O)N1CC3	-1.1	4	-3	18	4	-7	6	8
COc1ccc(-c2nnc(SCC#N)o2)cc1	-1.7	2	1	7	-3	-14	0	-6

Some of the entries so far, as a markdown table.
| SMILES | MPTP block | APOBEC3A inh | NR3A LBD binder | CCR6 antagonist | CXCR6 inh | Gli-Sufu antag | APOBEC3G inh | EBI2 block |
| --- | --- | --- | --- | --- | --- | --- | --- | --- |
| CN(C)c1ccc(CNC(=O)c2cc(S(=O)(=O)N3CCCC3)cn2C)cc1 | -0.3 | -2 | 0 | 8 | -3 | 6 | -2 | -3 |
| COc1cc(C2c3c(oc4ccccc4c3=O)C(=O)N2c2nccs2)ccc1O (centres undefined) | -0.4 | 2 | -1 | 5 | 0 | -5 | -4 | -8 |
| CCCCn1c(Nc2ccccc2)nc2ccccc21 | 5.3 | -2 | 1 | 2 | -4 | 7 | -6 | -9 |
| Cc1cc(OC(=O)c2ccccc2C(F)(F)F)c([N+](=O)[O-])c(=O)[nH]1 | -1.3 | 2 | -1 | 3 | 16 | . | -4 | -5 |
| Cc1ccc(C(O)CCc2ccc(N)cc2)cc1 (centres undefined) | 1.7 | 1 | -7 | -4 | 2 | -11 | 6 | 10 |
| O=C(COC(=O)/C=C/c1ccccc1[N+](=O)[O-])NCC1CCCO1 (centres undefined) | 0.3 | 0 | -2 | 1 | 2 | -2 | -5 | 3 |
| O=C(NNC1CC(=O)N(c2ccccc2)C1=O)c1ccco1 (centres undefined) | -2.2 | 1 | 0 | -13 | -11 | 6 | -3 | -12 |
| Cc1ccc(N(C(=O)Cc2cccs2)C(C(=O)NCC2CCCO2)c2ccncc2)cc1 (centres undefined) | 3.2 | 0 | 0 | -12 | -4 | 2 | 1 | 2 |
| Cc1cccc(NC(=O)c2sc3ncn(CC(=O)N4CCN(c5ccccn5)CC4)c(=O)c3c2C)c1 | -2.4 | -2 | 1 | 14 | -10 | 3 | -5 | 4 |
| C1CCC(CNc2c3c(nc4nnnn24)CCCC3)CC1 | -2.8 | -12 | 2 | -1 | -7 | -7 | -1 | -9 |
| Cc1cc(Cl)n2ncc(-c3ccccc3)c2n1 | 3.1 | -2 | 0 | -3 | 4 | -16 | -6 | 10 |
| Cc1[nH]c(C(=O)O)c(C#N)c1C(=O)c1ccccc1 | -0.4 | 4 | 0 | 7 | -4 | 2 | -7 | -9 |
| COc1cccc(N2CCN(C(=O)c3[nH]c(C)c(C(C)=O)c3C)CC2)c1 | 8.3 | -3 | 1 | -4 | -8 | 0 | -2 | -3 |
| CN(C)C(=O)CCc1ccc2c3c([nH]c2c1)[C@]1(C)[C@@H](C(=O)N2CCCCC2)C[C@H](CC(=O)NCc2cccc(C(F)(F)F)c2)C(=O)N1CC3 | -1.1 | 4 | -3 | 18 | 4 | -7 | 6 | 8 |
| COc1ccc(-c2nnc(SCC#N)o2)cc1 | -1.7 | 2 | 1 | 7 | -3 | -14 | 0 | -6 |
